Screening results (PubChem BioAssay)
PriA SSB inh = inhibitors of Klebsiella pneumoniae PriA binding to SSB C-terminal tail, primary screen, biochemical, AlphaScreen | actives 0.6% (n = 430,000) | AlphaScreen SSBct-PriA binding, biotinylated peptide | AID 1272365, 2023 | inhibition, % at 33 µM; in the data active means inhibition mostly above about 37%, no sharp cut-off; inactive means mostly below about 20%;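 further: plate controls were negative control peptide for no effect and reference peptide for full effect; strong numbers were not always called active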
* marks the source's active call; other numbers are inactive results; & = joins results of further samples. This is a subset; rates above refer to the full screens.

no.	SMILES	PriA SSB inh
1	Cc1cc(Cl)ccc1OCC(=O)N/N=C\c1ccccc1O	-11
2	Cc1cc(S(=O)(=O)Nc2ccc3c(c2)CN(C(=O)c2ccccc2)CC3)ccc1F	-16
3	Cc1cc(NC(=O)C(C)Oc2ccccc2)n(-c2nc3c(cnn3-c3ccc(F)cc3)c(=O)[nH]2)n1 (configuration not stated)	-8
4	CCS(=O)(=O)NCCOc1cc(N2CCCCC2)ncn1	-16
5	O=C(Cc1ccc(F)cc1)NCCn1nc(-c2cccs2)ccc1=O	17
6	Cc1c(-c2cccc(NC(=O)Nc3cccc(Cl)c3)c2)nc2ncccn12	-2
7	O=C(CSc1cc(-n2cccn2)ncn1)Nc1ccc(Cl)c(Cl)c1	-12
8	Cc1ccc(C)c(S(=O)(=O)NCc2ccnc(N3CCCC3)n2)c1	0
9	COc1ccc(CNC(=O)NCC2CCCN2c2ccccc2)cc1 (configuration not stated)	30
10	CCOC(=O)c1cccc(NC(=O)c2sccc2S(=O)(=O)N2CCN(c3ccccc3)CC2)c1	-18&-6
11	Cc1cc(CCNC(=O)c2ccc3ncsc3c2)on1	-13
12	Cc1ccc(NC(=O)C(=O)NCCc2c[nH]c3ccccc23)cc1N1CCCC1=O	22
13	Cc1ccsc1C=NNc1cn[nH]c(=O)c1Cl	-14
14	Cc1nc2ccccn2c1C(=O)NC[C@@H](c1cccn1C)N(C)C	-5
15	Cc1nn(-c2ccccc2)c(C)c1C=NN1CCN(c2ccccc2)CC1	16
16	COc1ccc(S(=O)(=O)CCC(=O)N2CC(Oc3nc4ccccc4s3)C2)cc1	-4
17	CC(=O)N(C)c1ccc(OCC(O)CN(Cc2ccco2)S(=O)(=O)c2ccccc2)cc1 (configuration not stated)	-4
18	Cc1ccc(C)c(Cn2cccc(C(=O)Nc3cc(Cl)ccc3C#N)c2=O)c1	-4
19	COc1nn(C)cc1C(=O)Nc1ccc(C(C)C)cc1	-9
20	Cc1cc(O)c2c(c1)O/C(=C\c1ccc(Cl)cc1)C2=O	-4
21	Cn1cccc(C(=O)N2CCC(CNS(=O)(=O)Cc3cccc(F)c3)CC2)c1=O	-11
22	CCC(=O)Nc1ccc(C(=O)NCCNS(=O)(=O)c2ccccc2C(F)(F)F)cc1	-12
23	O=C(CNC(=O)c1ccc2c(c1)OCCO2)NN=Cc1ccc(O)cc1O	1
24	COc1ccc(OC(=O)N(C)c2ccc(C)cc2)cc1	-45
25	O=C(Cc1cccs1)Nc1ccc(CC(=O)N2CCOCC2)cc1	-2
26	O=c1nc2sc(=Cc3ccco3)c(=O)n2nc1Cc1ccccc1	-7
27	CN(C)c1ccc(/C=C2\SC(=O)N(CC(=O)Nc3cccc(C(F)(F)F)c3)C2=O)cc1	-19
28	COc1ccc(CC(=O)NCCSc2ncc(-c3ccc(F)cc3)[nH]2)cc1	11
29	O=C(NCCn1nc(-c2ccncc2)ccc1=O)c1ccc2c(c1)OCO2	-11
30	COc1ccc(Cl)cc1C(=O)Nc1ccc2c(c1)CN(C(=O)c1cccs1)CC2	-13

New compounds follow
no.	SMILES	PriA SSB inh
31	COc1cccc(C=NNC(=O)c2ccccc2N(Cc2ccccc2)S(=O)(=O)c2ccccc2)c1OC	-4
32	CSc1ncc(Cl)c(C(=O)Nc2nccs2)n1	-12
33	Cc1ccc(C(=O)C=CNCc2ccccc2)cc1	1
34	CS(=O)(=O)N1CCN(Cc2nc(-c3ccccc3)cs2)CC1	-18
35	Cc1cc(C)n(-c2cc(SCC(=O)Nc3ccc(Br)cc3F)ncn2)n1	-8
36	CC1CCN(c2cccc(-n3ccnc3)n2)CC1	10
37	O=C(O)CC1SC(=NN=C2CCCCC2)N(c2ccccc2)C1=O (configuration not stated)	-3
38	CCNC(=O)N1Cc2cncnc2C1	-5
39	COC(=O)c1ccc(C(=O)NCCn2ccn3nccc23)cc1	-1
40	Cc1oncc1C(=O)Nc1cnn([C@H]2CCOC2)c1	-4
41	CO[C@H]1CCN(c2ccc(C(=O)N3CC(n4cc(-c5ccccc5)nn4)C3)cc2)C1	-7
42	Cc1noc(C)c1S(=O)(=O)NCC(O)c1csc2ccccc12 (configuration not stated)	-4
43	CCOC(=O)CC1C(=O)NCCN1C(=S)NC(=O)/C=C/c1cccs1 (configuration not stated)	-3
44	O=C(Cc1ccsc1)N1CCCC(Cc2nc(C3CC3)no2)C1 (configuration not stated)	-6
45	CN1CCN(C(CNC(=O)NCc2ccccc2)c2ccsc2)CC1 (configuration not stated)	6
46	CN(C)CCN(C(=O)Nc1ccc(C(C)(C)C)cc1)C1CCOCC1	-12
47	CCOC(=O)C1=C(C)N=c2sc(=Cc3ccc(O)c([N+](=O)[O-])c3)c(=O)n2C1c1ccccc1OC (configuration not stated)	-9
48	COc1cccc2cc(C(=O)N3CCCN(S(=O)(=O)c4cnn(C)c4)CC3)oc12	4
49	O=C(c1cc(-c2ccc(F)cc2)n[nH]1)N1CC(S(=O)(=O)Cc2ccco2)C1	0
50	Cc1sc(NC(=O)c2ccc(-c3ccccc3)cc2)c(C#N)c1C	-1
51	COc1ccc(C(=O)NC(N)=Nc2nc3ccccc3o2)cc1	-9
52	CSc1ccc([C@@H](O)CNC(=O)C(C)(C)Oc2ccc(Cl)cc2)cc1	-2
53	CN(CC(=O)NCCc1ccccc1)S(=O)(=O)c1cccc2cnccc12	-6
54	Cc1cc(C)nc(N=C(N)Nc2ccc(OCCC(C)C)cc2)n1	2
55	COc1ccc(Cn2c(CO)cnc2SCC(=O)Nc2cccc3ccccc23)cc1	41*
56	CNCC1COCCO1 (configuration not stated)	-18
57	O=C(NC1(c2nc(-c3ccsc3)no2)CCCCC1)c1ccc2ccccc2n1	-4
58	O=C(Nc1ccccc1Cc1nc(-c2cccs2)no1)c1nc2ccccc2s1	-6
59	Cc1cc(OC2CCN(C(=O)CSCc3ccccc3)CC2)cc(=O)o1	2
60	O=C(CSc1nnc2sc3ccccc3n12)Nc1cc(Cl)ccc1Cl	-12

Next results
no.	SMILES	PriA SSB inh
61	CC(CC(=O)N1CCN(C=O)CC1)=NNC(=O)c1cccc([N+](=O)[O-])c1	4
62	N#Cc1ccc(COCC2CCN(Cc3cccnc3)CC2)cc1	2
63	NC(=NOS(=O)(=O)c1ccc([N+](=O)[O-])cc1)c1ccncc1	-2
64	CCCCCC(=O)c1ccc(O)c2ncccc12	130*
65	CN(C)S(=O)(=O)c1ccc(-c2nnc(NC(=O)c3nc4ccccc4s3)o2)cc1	-12&-10
66	Cc1c(CCOC(=O)C23CC4CC(CC(C)(C4)C2)C3)sc[n+]1Cc1ccc([N+](=O)[O-])cc1	39*
67	CCCc1nnsc1C(=O)NCC1CCN(C(=O)COc2ccccc2)CC1	-2
68	CN(C)CCN(C(=O)c1nc2ccccc2s1)c1nc2c(Cl)cccc2s1	0
69	Cc1cc(C)cc(OCCNC(=O)c2ccc(F)cc2)c1	-16
70	COc1cc(C=NNC(=O)c2cc(C)oc2C)ccc1OCc1ccccc1	-9
71	N#Cc1ccsc1NC(=O)c1cc(-c2cccs2)nc2ccccc12	3
72	Cc1cccc(NC(=O)C(=O)NCCC(O)c2ccoc2)c1C (configuration not stated)	-13
73	COc1cc(C2c3cccn3CCN2S(=O)(=O)c2cccs2)cc(OC)c1OC (configuration not stated)	-25
74	O=C(Nc1ccc(SCCN2CCOCC2)nn1)c1cccs1	1
75	Cc1c(C(=O)Nc2ccc(C(=O)O)cc2)nnn1-c1cccc(C(F)(F)F)c1	4
76	COc1ccccc1OCCNC(=O)c1ccc(CS(=O)(=O)Cc2ccc(C)cc2)o1	8
77	CSc1ccc(C=Nn2c(C)cc(C)cc2=O)cc1	2
78	CSC(=S)NN=C(C)c1ccc(Br)cc1	23
79	CCOc1cc(C=NN2CCOCC2)ccc1OCc1ccc(C(=O)OC)o1	13
80	Cc1cccc(NC(=O)NCC(c2ccco2)N2CCc3ccccc3C2)c1 (configuration not stated)	3
81	O=c1[nH]c2cc3c(cc2c(=O)n1Cc1nc(-c2ccc(F)cc2)no1)OCO3	-10
82	CC(C)CNC(=O)c1ccc2c(=O)n(C(C)C)c3nn(Cc4ccc(F)cc4)c(=O)n3c2c1	3
83	O=C(NCC[C@@H](CCO)c1ccccc1)Nc1cccc(C(F)(F)F)c1	-16
84	Cc1ccc(-c2cn3c(CC(=O)Nc4cccc(C)c4C)csc3n2)cc1	5
85	O=C(NCc1ccc2c(c1)OCO2)C(=O)Nc1c2c(nn1-c1ccc(F)cc1)CSC2	1
86	COc1ccc(-n2ncc(C(=O)NCCC3=CCCCC3)c2-n2cccc2)cc1	4
87	CCOc1ccc(C(=O)NC[C@@](C)(O)Cc2ccc(OC)cc2)cc1OCC	-1
88	O=C(NCCn1nc(-c2ccncc2)cc1C1CC1)c1c(F)cccc1F	7
89	COc1cccc(-n2nnc3c(N4CCN(C(=O)C5CCCCC5)CC4)ncnc32)c1	-6
90	Cn1nc(N2CCC[C@H](C(=O)Nc3ncnc4nc[nH]c34)C2)ccc1=O	-15

17 successive compounds out of the list so far, quoted:
no.	SMILES	PriA SSB inh
61	CC(CC(=O)N1CCN(C=O)CC1)=NNC(=O)c1cccc([N+](=O)[O-])c1	4
62	N#Cc1ccc(COCC2CCN(Cc3cccnc3)CC2)cc1	2
63	NC(=NOS(=O)(=O)c1ccc([N+](=O)[O-])cc1)c1ccncc1	-2
64	CCCCCC(=O)c1ccc(O)c2ncccc12	130*
65	CN(C)S(=O)(=O)c1ccc(-c2nnc(NC(=O)c3nc4ccccc4s3)o2)cc1	-12&-10
66	Cc1c(CCOC(=O)C23CC4CC(CC(C)(C4)C2)C3)sc[n+]1Cc1ccc([N+](=O)[O-])cc1	39*
67	CCCc1nnsc1C(=O)NCC1CCN(C(=O)COc2ccccc2)CC1	-2
68	CN(C)CCN(C(=O)c1nc2ccccc2s1)c1nc2c(Cl)cccc2s1	0
69	Cc1cc(C)cc(OCCNC(=O)c2ccc(F)cc2)c1	-16
70	COc1cc(C=NNC(=O)c2cc(C)oc2C)ccc1OCc1ccccc1	-9
71	N#Cc1ccsc1NC(=O)c1cc(-c2cccs2)nc2ccccc12	3
72	Cc1cccc(NC(=O)C(=O)NCCC(O)c2ccoc2)c1C (configuration not stated)	-13
73	COc1cc(C2c3cccn3CCN2S(=O)(=O)c2cccs2)cc(OC)c1OC (configuration not stated)	-25
74	O=C(Nc1ccc(SCCN2CCOCC2)nn1)c1cccs1	1
75	Cc1c(C(=O)Nc2ccc(C(=O)O)cc2)nnn1-c1cccc(C(F)(F)F)c1	4
76	COc1ccccc1OCCNC(=O)c1ccc(CS(=O)(=O)Cc2ccc(C)cc2)o1	8
77	CSc1ccc(C=Nn2c(C)cc(C)cc2=O)cc1	2

(next part)
no.	SMILES	PriA SSB inh
91	O=C(Nc1nccs1)c1cc(Cl)sc1Cl	-2
92	COc1ccc(C=Nn2c(C)nnc2C)c(OC)c1	2
93	Cn1cc(C(O)CNC(=O)COc2ccc(Cl)cc2Cl)c2ccccc21 (configuration not stated)	-4
94	O=C(NCCN1CCN(c2ccccc2F)CC1)C(=O)NCc1ccc2c(c1)OCO2	-14&-10
95	CCCc1nnsc1C(=O)N1CCC[C@H](Cc2nc(-c3cnccn3)no2)C1	3
96	COc1ccc(CCC(=O)N2C3CCC2COC3)cc1	-10
97	COCCCN1C(=O)C(=O)C(=C(O)c2ccc(OC)cc2)C1c1ccc(O)c(OC)c1 (configuration not stated)	-23
98	O=C(CSc1nc2ncccc2c(=O)n1Cc1ccc(F)cc1)Nc1ccc(Br)cc1	-11
99	Fc1cccc(C=NN=Cc2cccc(F)c2)c1	-21
100	Cc1cc2ncc3c(n2n1)CCN(C(=O)COc1ccc(Cl)cc1Cl)C3	-23
101	COc1ccc(-c2csc(CN3CCN(C(=O)c4cccc(Cl)c4)CC3)n2)cc1	1
102	Cc1ccc(S(=O)(=O)N2CCN(CCn3cccn3)CC2)s1	-4
103	COc1cc2c(cc1OC)CN(C(=O)Cc1noc3ccccc13)CC2	4
104	COc1cccc(NC(=O)c2cc(-c3ccc(F)cc3)nc3c2c(C)nn3C2CCS(=O)(=O)C2)c1 (configuration not stated)	3
105	CC1CCCC(C)N1C(=O)c1cccc2c1-c1ccccc1C2=NO (configuration not stated)	10
106	CCOc1ccc(NS(=O)(=O)N2CCOCC2)cc1	-3
107	O=c1ccc(-n2cncn2)nn1CCNS(=O)(=O)Cc1cc(F)ccc1F	-15
108	Nc1nonc1C(=O)NN=Cc1ccc(-c2ccc(Cl)c(C(=O)O)c2)o1	-10
109	O=c1c2c(nc3ccccn13)CCN(S(=O)(=O)Cc1ccc(C(F)(F)F)cc1)C2	17
110	O=C(NCc1cccnc1)c1csc(-n2cccc2)n1	-2
111	O=S(=O)(NCCc1ccccc1)c1ccc(Cl)c(C(F)(F)F)c1	-22
112	O=C(O)CCc1nc2ccccc2[nH]1	-11
113	CCC(C)(C(=O)NC1CCCC1)N(CC1CCCO1)C(=O)c1ccc(=O)[nH]c1 (configuration not stated)	-14
114	CCOc1ccc2nc(NC(=O)c3cccn(OCc4ccc(F)cc4)c3=O)sc2c1	5
115	CCN(CC)c1ccc(C=NNC(=O)c2cccc(S(=O)(=O)N3CCOCC3)c2)cc1	-10
116	O=C(CS(=O)(=O)Cc1ccccc1)Nc1cc(Cl)cc(Cl)c1	-45
117	CSc1cccc(NC(=O)Cn2cccc(-c3nc(-c4ccccc4)no3)c2=O)c1	-13&2
118	O=C(NCC1CCCCC1)c1ccc(Cn2ccnc2)cc1	-10
119	O=C(Cn1cc(SCc2cccc3ccccc23)c2ccccc21)N1CCCCCC1	0
120	O=C(CN1C(=O)c2ccccc2C1=O)Nc1ccc2c(c1)CCCN2C(=O)c1ccco1	-15

(list continues)
no.	SMILES	PriA SSB inh
121	Cn1c(=O)c2c(nc(NN=Cc3c(O)n(-c4ccccc4)c(=S)[nH]c3=O)n2C)n(C)c1=O	24
122	O=C(CC(=O)NN=Cc1ccc(Cl)cc1Cl)NCc1ccccc1	-20
123	COc1ccccc1CNC(=O)C(=O)NCC1(O)CCc2ccccc2C1 (configuration not stated)	-8
124	CSC1CC2CCC(C1)N2C(=O)c1ccc2noc(-c3ccccc3)c2c1 (configuration not stated)	20

Pulled by compound from above:
no.	SMILES	PriA SSB inh
121	Cn1c(=O)c2c(nc(NN=Cc3c(O)n(-c4ccccc4)c(=S)[nH]c3=O)n2C)n(C)c1=O	24
124	CSC1CC2CCC(C1)N2C(=O)c1ccc2noc(-c3ccccc3)c2c1 (configuration not stated)	20
